Assay outcomes deposited in PubChem by National Center for Advancing Translational Sciences (NCATS).
TDP43 rescue: TDP-43 toxicity inhibition in yeast. TDP-43 expressing yeast growth rescue, BacTiter-Glo, 24 h. Potency, µM (highest dose often 46.1 µM), for the others: top-dose growth rescue (activation), most hits filed as activators. AID 652104. 410,000 compounds, 1.8% hits; also: potency is read from the fitted curve at half-maximal effect; % of control where 0% means no effect; nearly all actives have a fitted effect of over 50% in size
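Cell-based yeast growth screen: TDP-43 expression induced in galactose, inoculum OD600=0.02 after raffinose pregrowth to mid-log. Read-out BacTiter-Glo luminescence at 24 hr, 30 deg C; inhibition of toxicity seen as signal increase.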
Akt phos inh: Akt phosphorylation inhibition. 360,000 compounds, 0.32% hits. Neuro2A IGF-stimulated pAkt S473 HTRF, 20 min; active compounds read low. activity change, % for hits at 50 µM; in the data active = activity change below about -80%; inconclusive = mostly about -51% to -80%; also: % is scaled to controls: 0 for no effect and ±100 for the full control effect
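Neuro2A cells (4,500/well, DMEM with 0.5% FBS) were treated with compound at a single 50 µM final concentration, stimulated with 6 nM IGF for 20 min at 37 °C, and lysed. Phospho-Akt Ser473 was read by HTRF as 665/615 ratio ×10^4.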
HEK293 tox: cytotoxicity in counter-screen for GLP-1R inverse agonists. HEK293 cAMP-luciferase reporter cells, luminescence, 24 h. Potency, µM (highest dose often 38.3 µM), inactives show at the top dose activity change, negative = inhibition, hits mostly inhibitors. 410,000 compounds, 0.13% hits. AID 624418;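 also: loss of luciferase light is scored as toxicity; potency is read from the fitted curve at half-maximal effect; % is scaled to controls: 0 for no effect and ±100 for the full control effect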
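Seeding density was 200 cells/uL; after overnight-length (12 h) culture, 23 nL compounds went on for 24 h at 37 °C. Readout used a luciferase detection reagent, luminescence taken after 12 min at room temperature.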
FUS suppressor: FUS proteinopathy suppression in yeast; S. cerevisiae FUS-expressing, growth rescue, OD600, 24 h; Potency, µM (highest dose often 76.6 µM), for the others: at the top dose growth rescue (activation), most hits filed as activators; AID 1347120; 390,000 compounds, 0.24% hits;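 also: potency is read from the fitted curve at half-maximal effect; plate controls were DMSO vehicle for no effect and reference control for full effect; nearly all actives have a fitted effect of over 55% in size; some results filed as inactive show a strong effect at the top dose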
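Yeast expressing FUS under galactose induction, OD 0.005 in 2% galactose medium; compounds in a dilution series, 24 h at 30C. Growth rescue by absorbance at 600 nm; CP55940 positive control, DMSO negative.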
Abeta yeast res: A-beta toxicity reversal in yeast; yeast expressing A-beta42, growth rescue, OD600, 48 h; response scale: 0% DMSO, 100% iron-clioquinol control; Potency, µM (doses to about 46.1 µM), for inactives: at the highest dose growth rescue, hits mostly activators; 410,000 compounds, 0.063% hits; AID 1347071; also: potency is read from the fitted curve at half-maximal effect; nearly all actives have a fitted effect of over 55% in size
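Yeast growth medium received pinned compounds, then yeast cells expressing toxic A-beta were added; plates incubated at 30 C for 48 hr. Growth read as absorbance at 600 nm, normalized to DMSO and equimolar FeCl3 plus clioquinol controls.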
GLP1R inv ag: acts as inverse agonist at human GLP-1 receptor | P43220 | HEK293 GLP-1R CRE-luciferase, luminescence, 24 h; GLP-1R form is constitutively active | Potency, µM (top dose mostly 38.3 µM), for the others: at the highest dose activity change, negative = inhibition, hits mostly inhibitors | 410,000 compounds, 1.6% hits | AID 624417; also: potency is read from the fitted curve at half-maximal effect; % is scaled to controls: 0 for no effect and ±100 for the full control effect; nearly all actives have a fitted effect of over 55% in size
Target sequence (P43220 whole entry, looked up): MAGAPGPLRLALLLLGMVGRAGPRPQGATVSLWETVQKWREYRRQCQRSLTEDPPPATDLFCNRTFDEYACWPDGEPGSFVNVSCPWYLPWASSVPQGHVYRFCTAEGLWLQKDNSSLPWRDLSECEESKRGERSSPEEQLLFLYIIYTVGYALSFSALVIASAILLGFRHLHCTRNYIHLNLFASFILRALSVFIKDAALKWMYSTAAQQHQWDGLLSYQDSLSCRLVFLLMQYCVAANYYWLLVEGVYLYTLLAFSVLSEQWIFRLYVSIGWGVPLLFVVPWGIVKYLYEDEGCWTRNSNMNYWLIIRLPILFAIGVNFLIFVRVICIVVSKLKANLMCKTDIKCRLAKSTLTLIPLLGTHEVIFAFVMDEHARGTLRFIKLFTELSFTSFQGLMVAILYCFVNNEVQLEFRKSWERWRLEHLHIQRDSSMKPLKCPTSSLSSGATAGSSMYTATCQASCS
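GLP-1R inverse agonism mode: basal reporter luminescence in engineered HEK293 cells measured after one day of compound exposure at 37 deg C, with a 12 min room-temperature detection step.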
MmCpn inh: M. maripaludis TRiC chaperonin inhibition | Potency, µM (top dose mostly 76.9 µM), for inactives: at the top dose activity, negative = inhibition, most hits filed as inhibitors | purified Mm-Cpn ATPase, ADP Transcreener TR-FRET | 330,000 compounds, 0.031% hits | AID 504842; also: potency is read from the fitted curve at half-maximal effect; % is scaled to controls: 0 for no effect and ±100 for the full control effect; nearly all actives have a fitted effect of over 80% in size
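ATPase turnover read by TR-FRET ADP competition (Eu cryptate antibody/ADP-d2, 665/590 nm): 10uM ATP final, 25nM Mm-CPN final, 30 min 37degC after 10-min compound preincubation, pH 7.4 Tris/KCl/MgCl2/DTT buffer.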
PTHR1 agonist: activates the human parathyroid hormone receptor PTHR1; AID 743266; Q03431; Potency, µM (titrated, usually from 115 µM), for inactives: top-dose activation, actives largely listed as activators; HEK293 GP2 PTHR1 cells, GloSensor cAMP luminescence, 1 h; 410,000 compounds, 0.075% hits; also: potency is read from the fitted curve at half-maximal effect; nearly all actives have a fitted effect of over 55% in size; some results filed as inactive show a strong effect at the top dose; inactives centre near -15; many of its hits are not listed in these tables
Target sequence (Q03431 whole entry, looked up): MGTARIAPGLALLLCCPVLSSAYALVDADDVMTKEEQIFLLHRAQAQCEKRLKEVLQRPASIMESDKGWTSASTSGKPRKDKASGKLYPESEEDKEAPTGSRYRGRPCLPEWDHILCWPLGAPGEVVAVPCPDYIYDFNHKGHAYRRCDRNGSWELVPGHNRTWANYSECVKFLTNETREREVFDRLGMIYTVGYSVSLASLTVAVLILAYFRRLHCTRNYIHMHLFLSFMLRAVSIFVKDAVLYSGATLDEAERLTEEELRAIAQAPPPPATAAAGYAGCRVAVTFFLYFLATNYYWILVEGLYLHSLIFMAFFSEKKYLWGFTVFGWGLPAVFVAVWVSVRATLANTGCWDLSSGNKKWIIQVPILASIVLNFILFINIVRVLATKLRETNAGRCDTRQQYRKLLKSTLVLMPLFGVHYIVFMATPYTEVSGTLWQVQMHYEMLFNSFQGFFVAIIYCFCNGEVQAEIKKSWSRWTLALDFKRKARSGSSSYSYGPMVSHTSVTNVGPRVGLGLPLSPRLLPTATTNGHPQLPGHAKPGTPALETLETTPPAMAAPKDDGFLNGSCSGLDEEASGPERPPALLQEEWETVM
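HEK-293-derived GP2 cells expressing PTHR1 and a GloSensor cAMP reporter, 3,000/well, plated overnight, given luciferin plus IBMX (each 0.5 mM as added) for 1 h at 37 °C, then compound for 1 h at 37 °C. Luminescence was read after 15 min at room temperature.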
aSyn rescue: inhibitors of alpha-synuclein toxicity in yeast | Yeast expressing alpha-synuclein, growth rescue, BacTiter-Glo, 24 h | 370,000 compounds, 0.14% hits | Potency, µM (series often up to 46.1 µM), without a hit: at the highest dose growth rescue (activation), most hits filed as activators; also: potency is read from the fitted curve at half-maximal effect; % of control where 0% means no effect; nearly all actives have a fitted effect of over 65% in size
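Readout is rescue of growth in alpha-synuclein-expressing yeast, so inhibitors of toxicity appear as activators. Growth after 24 hr at 30 deg C in galactose medium is quantified by luminescence.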
Numbers without * were called inactive; i = inactive; ? = inconclusive; / = no result given; [ ] = dose if it differs, or a comment. Unless noted, calls follow the shape of the dose curve; as a rule, active = well fitted curve in the direction sought with a large enough effect; inconclusive = small, poorly fitted or top-dose-only effect, or another doubt; inactive = no such curve, though single readings can be large; an effect the other way counts as inactive or inconclusive.

compound	HEK293 tox	TDP43 rescue	Akt phos inh	PTHR1 agonist	FUS suppressor	Abeta yeast res	GLP1R inv ag	MmCpn inh	aSyn rescue
CCN(CC)S(=O)(=O)c1ccc2c(c1)N(CC(=O)N1CCC(C(N)=O)CC1)C(=O)CO2	-9%	0%	i	-20%	5%	4%	19%	-1%	-4%
CC(C)(C)C1CCc2c(sc(NC(=O)C3CC=CCC3C(=O)O)c2C#N)C1 (stereo not drawn)	-16%	7%	i	-19%	22%	-92%[inhibitor]	?	-2%	-59%[inhibitor]
CCCc1cc(=O)[nH]c(SCC(=O)c2[nH]c(C)c(C(=O)OCC)c2C)n1	10%	-8%	i	-9%	/	-3%	0%	1%	0%
COc1ccc(NC(=O)CC2C(=O)N(c3ccccc3)C(=O)N2CCc2sccc2C)cc1 (stereo not drawn)	-25%	7%	/	i	?	-4%	-24%	/	/
CCOC(=O)c1sc(N2N=C(C)C(N=Nc3cccc(C)c3)C2=O)nc1C (stereo not drawn)	-30%	2%	i	i	38%	6%	-4%	-5%	1%
COc1ccc(CNC(=O)C2CCN(S(=O)(=O)c3ccc4c(c3)CC(C)N4C(C)=O)CC2)cc1 (stereo not drawn)	-1%	-9%	i	i	15%	-3%	9%	1%	-7%
CN(C)CCCNC(=O)C(=O)Nc1cc2c3c(c1)CCC(=O)N3CCC2	4%	?	i	-22%	-9%	3%	45%[activator]	-5%	-2%
CC1(C)CC(=O)C(C=Nc2ccncc2)=C(O)C1	6%	-6%	i	?	-11%	-27%	14%	/	?

A few values from above:
Value of CCCc1cc(=O)[nH]c(SCC(=O)c2[nH]c(C)c(C(=O)OCC)c2C)n1 in aSyn rescue: 0%
Value of CCOC(=O)c1sc(N2N=C(C)C(N=Nc3cccc(C)c3)C2=O)nc1C (stereo not drawn) in Abeta yeast res: 6%
Value of CC1(C)CC(=O)C(C=Nc2ccncc2)=C(O)C1 in FUS suppressor: -11%
Value of COc1ccc(NC(=O)CC2C(=O)N(c3ccccc3)C(=O)N2CCc2sccc2C)cc1 (stereo not drawn) in Abeta yeast res: -4%
Value of COc1ccc(CNC(=O)C2CCN(S(=O)(=O)c3ccc4c(c3)CC(C)N4C(C)=O)CC2)cc1 (stereo not drawn) in aSyn rescue: -7%
Value of CC(C)(C)C1CCc2c(sc(NC(=O)C3CC=CCC3C(=O)O)c2C#N)C1 (stereo not drawn) in TDP43 rescue: 7%

More results
compound	HEK293 tox	TDP43 rescue	Akt phos inh	PTHR1 agonist	FUS suppressor	Abeta yeast res	GLP1R inv ag	MmCpn inh	aSyn rescue
Cc1ccc(N2CCN(C(=O)c3nn(C)c4c3CSc3ccccc3-4)CC2C)cc1 (stereo not drawn)	5%	?	/	-32%[inhibitor]	7%	-18%	2%	/	/
COc1cccc(C(=O)Nc2nnc(-c3ccc(F)cc3)o2)c1	2%	7.1µM*	i	-3%	-22%	?	?	1%	10µM*
Cc1ccc(NC(=O)CSc2nnc(-c3cc4occc4n3C)n2-c2ccccc2C)cc1F	0%	4%	/	i	?	3%	?	/	/
CCCS(=O)(=O)N1CCC(C(=O)NC2CCC(C)CC2)CC1 (stereo not drawn)	18%	1%	/	-12%[57.5 µM]	-20%	-2%	6%	1%	-3%
CCc1nccn1CCC(=O)NC1CC(C)(C)Cc2c1cnn2-c1ccc(OC)cc1 (stereo not drawn)	-12%	2%	i	i	2%	-1%	-18%	-1%	-5%
Cc1oc(-c2ccc(Cl)cc2)nc1CN1CCC(C(=O)NCc2ccco2)CC1	0%	0%	i	-7%[57.5 µM]	?	13%	-33%	2%	-1%
CCOC(=O)[C@@H]1[C@H]2COc3cc(OC)ccc3[C@@H]2N2C(=O)N(c3ccc(C)cc3)C(=O)[C@]12C	-1%	24%	i	-7%	29%	0%	-16%	/	12%
Cc1ccccc1C(=O)N1CCC(C(=O)N(CC(C)C)c2c(N)n(CC(C)C)c(=O)[nH]c2=O)CC1	1%	0%	i	-96%[inhibitor]	-46%	-23%	15%	1%	-30%

Whole records as entered above:
Cc1ccccc1C(=O)N1CCC(C(=O)N(CC(C)C)c2c(N)n(CC(C)C)c(=O)[nH]c2=O)CC1 reads HEK293 tox: 1%; TDP43 rescue: 0%; Akt phos inh: i; PTHR1 agonist: -96%[inhibitor]; FUS suppressor: -46%; Abeta yeast res: -23%; GLP1R inv ag: 15%; MmCpn inh: 1%; aSyn rescue: -30%
CCc1nccn1CCC(=O)NC1CC(C)(C)Cc2c1cnn2-c1ccc(OC)cc1 (stereo not drawn) reads HEK293 tox: -12%; TDP43 rescue: 2%; Akt phos inh: i; PTHR1 agonist: i; FUS suppressor: 2%; Abeta yeast res: -1%; GLP1R inv ag: -18%; MmCpn inh: -1%; aSyn rescue: -5%

Later entries.
compound	HEK293 tox	TDP43 rescue	Akt phos inh	PTHR1 agonist	FUS suppressor	Abeta yeast res	GLP1R inv ag	MmCpn inh	aSyn rescue
O=C(NC1CCCC1)C1c2ccccc2OCC(=O)N1CCc1ccccc1 (stereo not drawn)	-1%	22%	i	5%	-2%	-2%	-1%	/	-11%
Cc1c(-n2cc(C(=O)O)c(=O)c3cc(F)c(N4CCCC(O)C4)c(F)c32)c(=O)n(-c2ccccc2)n1C (stereo not drawn)	8%	-3%	i	i	/	-2%	0%	-2%	-8%
O=C1c2ccccc2C(=O)N1CC#CCN1CCN(C(c2ccccc2)c2ccccc2)CC1	17%	-16%	i	-14%[57.5 µM]	4%	-19%	?	1%	-10%
CCCNC(=O)c1onc(CSc2ccc(Cl)cc2)c1C(=O)NCC1CC1	1%	0%	i	i	8%	8%	?	-21%	-6%
S=C(N/N=C/c1cccs1)NC1CC2CCC1C2 (stereo not drawn)	2%	?	i	-28%	21%	?	?	-1%	-5%
COc1cc2c(cc1OC)C(c1ccc(-c3cc(Cl)ccc3Cl)o1)=NCC2	14%	0%	i	-11%[57.5 µM]	6%	-32%[inhibitor]	10%	2%	-8%
CCOCCN1CCN(c2c(CC)c(C)nc3cc(-c4cc(OC)cc(OC)c4)nn23)CC1	-7%	1%	i	i	21%	7%	?	-1%	9%
COc1cc(NC(=S)N2CCCC2)cc(OC)c1	0%	10%	i	-1%	-4%	-12%	-1%	-1%	1%
CCC1(CC)Nc2ccccc2C(=O)N1c1ccc(OC)cc1	21%	2%	i	i	10%	4%	?	0%	-8%
COc1cc(-c2noc(CCC(=O)Nc3cccnc3)n2)cc(OC)c1OC	-10%	25%	i	i	-15%	0%	16%	0%	6%
CCOc1ccc(OCCC(=O)OCC(=O)NC2CCCCC2)cc1	10%	-4%	i	-7%	8%	4%	12%	1%	13%
COC(=O)c1sccc1NC(=S)Nc1cc(OC)ccc1OC	-3%	-14%	i	i	12%	-4%	6%	-1%	-2%
CCN(CC(=O)NCc1cccs1)C(=O)c1ccc(OC)c(S(=O)(=O)N2CCOCC2)c1	2%	-13%	i	i	7%	-13%	4%	1%	-2%
CCN(CCCNC(=O)c1c(C)cc(=O)oc1C)c1ccccc1	-4%	-8%	i	13%[57.5 µM]	3%	11%	0%	0%	2%
COc1ccc(C(C(=O)NCc2ccc(F)cc2)N(C(=O)c2csnn2)C2CC2)cc1 (stereo not drawn)	-1%	-7%	i	i	13%	5%	?	0%	-2%
Cc1ccc(NC(=O)c2nc[nH]c2C(=O)N2CCCCC2)c(C(=O)c2ccccc2)c1	-3%	-9%	i	-13%[57.5 µM]	18%	0%	-23%	-2%	-1%
CCNc1nc(NC(C)C)nc(N(C#N)CCOc2ccc(Cl)cc2Cl)n1	?	?	i	-26%	24%	8%	?	0%	1%
C=CCOc1ccc(/C=C/C(=O)OCC(=O)NCC2CCCO2)cc1 (stereo not drawn)	12%	13%	i	i	13%	-1%	1%	-2%	0%
Cc1ccc(S(=O)(=O)N2C[C@H]3[C@H]4C(=O)N(c5ccccc5)C(=O)[C@H]4CC(=O)[C@H]3[C@@H]2c2ccccc2F)cc1	0%	7%	i	-23%	15%	-8%	21%	/	-9%
CC(=O)c1cc2c(cc1NC(=O)c1cnc(C)cn1)OCO2	-9%	9%	i	i	-11%	13%	10%	0%	-1%
COc1ccc(CN(C)Cc2nc(Cc3ccccc3Cl)no2)cc1OC	79%[activator]	19%	i	-16%	13%	1%	16%	-1%	15%
CCOC(=O)c1cc(NC(=O)c2ccc(OC)cc2)c(=O)n2c1oc1ccc(Cl)cc12	0%	5%	/	-20%	-2%	0%	-12%	/	/
COC(=O)C1=C(C)NC(=O)C1(Nc1ccc(Cl)cn1)C(F)(F)F (stereo not drawn)	1%	-9%	/	i	13%	24%	0%	0%	0%
COC(=O)C1=C(C)N=C2SC(C)C(=O)N2C1c1cccs1 (stereo not drawn)	-5%	-2%	i	-3%[57.5 µM]	21%	?	?	-1%	11%

These rows are one share of the data. The share of hits here may be higher or lower than overall.
